# Mtb UGM inh – M. tuberculosis UGM enzyme inhibitors, primary screen, biochemical, fluorescence polarization, single point; actives 0.06% (n = 320,000); purified UGM, fluorescence polarization probe displacement; inhibition, % at 10 µM; in the data active = inhibition above about 10%, passing the limit was not always enough; inconclusive = no clear call, values can overlap the other calls
# Target sequence (P9WIQ1 whole entry, looked up): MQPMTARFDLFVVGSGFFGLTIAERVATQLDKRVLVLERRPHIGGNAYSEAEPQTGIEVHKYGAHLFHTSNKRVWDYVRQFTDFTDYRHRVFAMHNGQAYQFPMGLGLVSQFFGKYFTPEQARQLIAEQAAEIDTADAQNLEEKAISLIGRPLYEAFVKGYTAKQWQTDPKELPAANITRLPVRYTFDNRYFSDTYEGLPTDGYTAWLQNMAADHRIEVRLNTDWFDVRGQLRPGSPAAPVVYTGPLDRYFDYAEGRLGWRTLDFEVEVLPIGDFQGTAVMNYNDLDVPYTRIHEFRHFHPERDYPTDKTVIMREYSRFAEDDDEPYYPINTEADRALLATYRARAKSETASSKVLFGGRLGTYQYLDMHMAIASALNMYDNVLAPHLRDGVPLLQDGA
# PrPC surface inh – inhibitors of human cell surface prion protein PrPC, primary screen, cell-based, TR-FRET | Major prion protein (Homo sapiens), P04156 | TR-FRET read-out | inhibition, % at 13.8 µM | actives 0.43% (n = 370,000); in the data active = inhibition above about 24%; note: 0% = median of the test wells and 100% = reference compound wells
# BoNT A protease – BoNT/A light chain protease inhibitors, primary screen, biochemical, flow cytometry, MLPCN library | Botulinum neurotoxin type A light chain protease (Clostridium botulinum A str. ATCC 3502) | multiplex microsphere protease substrate cleavage | inhibition, % at 10 µM | actives 0.17% (n = 360,000); in the data active = inhibition above about 30%; inconclusive = no clear call, values can overlap the other calls; note: plate controls were buffer without enzyme for full effect and enzyme alone for no effect
# BioA inh – M. tuberculosis BioA enzyme inhibitors, primary screen, biochemical, plate reader, single point, HTS | purified M. tuberculosis BioA enzyme | inhibition, % at 9.99 µM | actives 0.096% (n = 360,000) | AID 602481, 2012; in the data active = inhibition above about 40%; inconclusive = no clear call, values can overlap the other calls
# CCHF vOTU inh – CCHFV vOTU protease inhibitors, primary screen, biochemical, Pep-AMC substrate, fluorescence; inhibition, % at 11.5 µM; actives 0.55% (n = 370,000); Crimean-Congo hemorrhagic fever virus L polyprotein viral ovarian tumor (vOTU) protease …; note: 0% = vehicle wells with enzyme and 100% = no enzyme wells
# BoNT F protease – BoNT/F light chain protease inhibitors, primary screen, biochemical, flow cytometry, MLPCN library. actives 0.22% (n = 360,000). Botulinum neurotoxin type F light chain protease (Clostridium botulinum). Multiplex microsphere protease cleavage assay. inhibition, % at 10 µM. AID 588497, 2011; in the data active = inhibition above about 35%, passing the limit was not always enough; inconclusive = no clear call, values can overlap the other calls; note: plate controls were buffer without enzyme for full effect and enzyme alone for no effect
# FadD28 binding – inhibitors of FadD28 bisubstrate probe binding, primary screen, biochemical, fluorescence polarization, single point; inhibition, % at 12.5 µM; Mycobacterium tuberculosis FadD28 fatty-acid-AMP ligase; actives 0.22% (n = 360,000); in the data active = inhibition above about 8.5%, passing the limit was not always enough; inconclusive = no clear call, values can overlap the other calls
# GDH-TPI counter – GDH-TPI coupling enzyme inhibitors, primary screen, artefact control for M. tuberculosis FBA inhibitor project, biochemical, absorbance, full deck. GDH-TPI coupled enzyme counterscreen, NADH absorbance. inhibition, % at 4.8 µM. actives 1.2% (n = 360,000);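 note: 0% = DMSO wells and 100% = wells lacking the enzyme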
# Mtb FBA inh – Mtb FBA enzyme inhibitors, primary screen, biochemical, fluorescence, strain H37Rv | purified M. tuberculosis FBA, fluorescence read-out | inhibition, % at 1 µM | actives 2.3% (n = 360,000); in the data active = inhibition above about 27%;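 note: 0% = vehicle and 100% = reference inhibitor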
# Target sequence (P9WQA3 whole entry, looked up): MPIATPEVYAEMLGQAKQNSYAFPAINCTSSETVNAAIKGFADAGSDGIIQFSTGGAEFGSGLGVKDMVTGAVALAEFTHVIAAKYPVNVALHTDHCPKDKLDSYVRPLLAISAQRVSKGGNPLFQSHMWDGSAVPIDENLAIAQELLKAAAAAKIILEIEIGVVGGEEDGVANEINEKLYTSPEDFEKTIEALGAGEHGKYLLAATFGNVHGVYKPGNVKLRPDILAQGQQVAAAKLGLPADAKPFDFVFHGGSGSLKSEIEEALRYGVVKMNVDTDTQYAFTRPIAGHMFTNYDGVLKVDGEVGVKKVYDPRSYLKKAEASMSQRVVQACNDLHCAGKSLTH
# * marks the source's active call; other numbers are inactive results; ? = inconclusive; . = not tested or not shown; + = active, no number; & = joins results of further samples. Cut-off read from the data, not from the text of the source, unless noted: active = inhibition above about 30%; inactive = the rest.
entry	mol	Mtb UGM inh	PrPC surface inh	BoNT A protease	BioA inh	CCHF vOTU inh	BoNT F protease	FadD28 binding	GDH-TPI counter	Mtb FBA inh
1	CCCc1nc(SCC(=O)N2CCCc3ccccc32)c2c(=O)n(C)c(=O)n(C)c2n1	0.7	.	-0.1	1.2	.	-2.3	-3.8	-1.0	0.7
2	Cc1ccc2ccc(C)[n+](CCCS(=O)(=O)[O-])c2c1	2.1	-7.0	0.7	.	-15.0	-1.9	0.3	11.2	9.1
3	c1cncc(CN=C2Nc3ccccc3CS2)c1	2.8	6.1	-0.7	.	-1.3	-1.0	-1.2	6.3	2.9
4	CCSc1nnc(NC(=O)[C@@H](NC(=O)c2ccc(C(C)(C)C)cc2)C(C)C)s1	0.9	-1.2	0.2	1.6	2.2	1.4	-3.4	-3.0	-2.9
5	O=C(COC(=O)c1ccc([N+](=O)[O-])cc1Cl)Nc1cccnc1Cl	-2.0	-2.5	-0.1	-0.3	-14.6	-3.1	-1.0	8.7	3.8
6	C[C@]12C=CC(=O)C=C1CC[C@@H]1C2CC[C@]2(C)OC(=O)CCC12 (some centres not stated)	0.9	-1.9	4.1	.	-9.1	?	-3.0	1.1	-0.3
7	N#CCC(=O)NNc1c([N+](=O)[O-])cc(C(F)(F)F)cc1[N+](=O)[O-]	0.5	-60.2	-8.2	-0.6	18.0	15.0	2.7	2.3	-1.7
8	COC(=O)c1ccc(NS(=O)(=O)c2ccc(-c3cc(C)no3)s2)cc1	0.4	-2.0	-3.0	.	2.5	-10.5	0.8	10.0	-4.1
9	CC1=CC(=O)OC2CC3OC4C[C@@H](C)C5OC6CC7O[C@]8(C)C/C=C\C9OC%10CC%11OC(CC(C)CO)CC(O)[C@]%11(C)OC%10CC9OC8C[C@]7(C)O[C@]6(C)CCC5OC4C[C@]3(C)OC12 (some centres not stated)	-1.4	4.0	0.1	-0.3	-4.3	-1.7	-1.7	-0.5	-2.1
10	C[C@H]1CCC(=O)N([C@H](COc2ccccc2)Cc2ccccc2)CC1	-1.6	11.7	-0.5	-1.1	30.8*	0.9	-1.0	5.1	2.0
11	O=C(CC1SC(=Nc2ccc(O)cc2)NC1=O)Nc1ccccc1 (configuration not stated)	-0.7	.	0.2	.	.	0.8	-1.6	5.6	1.1
12	CCC(C)NC(=O)Cn1c(=O)n(CCCC(=O)NCc2ccccc2Cl)c(=O)c2ccccc21 (configuration not stated)	-2.8	5.0	0.3	-0.8	-6.7	14.9	2.2	8.8	-3.1
13	Cc1cc(C)nc(CCNC(=O)c2cc(COc3c(C)cccc3C)on2)n1	0.4	3.5	0.0	-1.1	3.1	-4.9	-4.0	-5.6	-5.7
14	COc1ccc(CNC(=O)c2ccc(NC(=O)C3CCCO3)cc2)cc1 (configuration not stated)	-0.2	5.1	0.4	0.6	1.9	6.3	-0.1	10.7	-2.5
15	Nc1nc2c(nnn2C2CC(O)C(CO)O2)c(=O)[nH]1 (configuration not stated)	.	-0.9	-0.4	0.4	0.0	0.4	-4.7	.	1.8
16	Cc1ccnc2nc(C(=O)Nc3nnc(CC(C)C)s3)nn12	-0.3	5.2	-0.3	-1.4	3.3	-12.6	-4.4	4.2	-0.9
17	COc1ccc(OC)c(S(=O)(=O)N2CCC(C(=O)NC3CCCCCC3)CC2)c1	2.2	5.2	-1.1	-1.4	-16.7	-1.4	0.1	4.2	1.4
18	Cc1n[nH]c(C)c1S(=O)(=O)NCCc1ccc(Cl)cc1	0.0	-0.3	0.2	1.5	1.9	-5.1	-4.2	-5.9	-0.9
19	O=C(CNC(=O)c1ccc(Cl)cc1)NCCCn1ccnc1	-0.1	-2.5	1.5	-1.1	-7.0	6.0	-0.2	6.8	-1.1
20	O=C(OCC(=O)N1CCOCC1)c1cc(S(=O)(=O)N2CCOCC2)c(Cl)cc1Cl	.	4.0	0.1	6.6	4.0	-10.4	-0.6	10.0	1.2
21	CCn1c(=O)c(C(=O)Nn2c(C)nc3ccccc3c2=O)c(O)c2ccccc21	0.6	2.7	0.5	-0.7	5.2	-0.1	-4.8	-14.5	7.4
22	COc1ccccc1CCn1cc(C#N)c(=O)[nH]c1=O	1.1	0.9	.	0.3	6.0	.	-1.5	-0.7	-0.6
23	Cn1c(=O)c2[nH]cnc2n(C)c1=O	-2.4	-0.2	0.4	-2.0	-3.5	-5.2	-0.1	-3.4	-1.0
24	C[C@H](CO)N1C[C@H](C)[C@@H](CN(C)Cc2ccncc2)Oc2c(NS(=O)(=O)c3ccc(F)cc3)cccc2C1=O	2.7	-5.5	-0.1	0.6&-0.9	2.8	-8.0	0.9	4.5	-3.8
25	COc1ccccc1N=Cc1c(O)n(C)c(=O)n(C)c1=O	1.6	3.2	0.1	0.3	15.3	-7.0	-0.8	20.4	2.2
26	Cc1ccc(C(=O)Nc2ccccc2C(=O)NCc2ccco2)cc1S(=O)(=O)N1CCCCC1	2.3	7.5	-0.2	-0.2	-2.2	3.7	-7.2	4.6	-1.1
27	CCCCOC(=O)c1ccc(NC(=O)C(CCS(C)(=O)=O)NC(C)=O)cc1 (configuration not stated)	-0.3	5.7	-0.9	1.2	6.1	-2.8	-1.4	2.2	0.9
28	O=C1CC(N2CCN(Cc3ccccc3)CC2)C(=O)N1CCc1ccccc1 (configuration not stated)	0.6	6.7	0.4	0.7	-13.1	-2.7	-4.9	0.7	-1.1
29	CCC(SC1=N/C(=C/c2ccccc2)C(=O)N1c1ccccc1)C(=O)Nc1cc(C)on1 (configuration not stated)	-2.7	-3.7	-0.4	9.1	17.3	5.2	-1.5	17.7	5.7
30	Cc1ccc(-c2noc(CN(C(=O)C34CC5CC(CC(C5)C3)C4)C(C)C)n2)cc1	1.9	1.6	0.1	-1.2	-6.1	-2.4	0.0	0.0	0.2

# The closing three records of the part above lead into the next:
entry	mol	Mtb UGM inh	PrPC surface inh	BoNT A protease	BioA inh	CCHF vOTU inh	BoNT F protease	FadD28 binding	GDH-TPI counter	Mtb FBA inh
28	O=C1CC(N2CCN(Cc3ccccc3)CC2)C(=O)N1CCc1ccccc1 (configuration not stated)	0.6	6.7	0.4	0.7	-13.1	-2.7	-4.9	0.7	-1.1
29	CCC(SC1=N/C(=C/c2ccccc2)C(=O)N1c1ccccc1)C(=O)Nc1cc(C)on1 (configuration not stated)	-2.7	-3.7	-0.4	9.1	17.3	5.2	-1.5	17.7	5.7
30	Cc1ccc(-c2noc(CN(C(=O)C34CC5CC(CC(C5)C3)C4)C(C)C)n2)cc1	1.9	1.6	0.1	-1.2	-6.1	-2.4	0.0	0.0	0.2
31	Cc1ccc2oc3c(c(=O)c2c1)C(c1cccs1)N(CCCN(C)C)C3=O (configuration not stated)	0.8	.	-0.4	59.1*	.	-7.7	-6.1	6.7	2.5
32	CCOC(=O)N1CCN(C(=O)CN(c2ccc3c(c2)OCO3)S(C)(=O)=O)CC1	-0.2	7.1	0.6	-0.1	-0.4	0.1	-1.7	9.0	1.2
33	CC(C)OC(=O)/C(C#N)=C/c1cn(Cc2ccccc2)c2ccccc12	2.2	5.5	-0.3	.	14.6	-1.6	-1.0	2.5	-0.8
34	O=C(NNC(=O)c1cccnc1)Nc1ccc([N+](=O)[O-])cc1	4.3	-7.6	0.2	.	-0.1	4.5	-1.0	18.6	-3.4
35	O=C(Nc1ccnn1C1CCN(Cc2ccccc2OC(F)F)CC1)c1cccnc1	3.9	-6.3	-2.1	-1.5	7.2	-10.6	-2.6	2.2	3.1
36	CN1CCN(C2=Cc3ccc(Cl)cc3Sc3ccc(F)cc32)CC1	-1.2	-3.4	-0.4	2.3	7.7	1.1	-3.5	11.4	0.8
37	N#Cc1ccccc1NC(=O)C1SC(=Nc2ccccc2)C(C(=O)Nc2ccc(Cl)cc2)=C1N (configuration not stated)	-0.5	7.3	-0.7	1.8	15.5	-9.9	2.7	1.3	-4.7
38	O=C(CSc1cccc[n+]1[O-])c1cccs1	2.0	1.3	-1.2	.	1.3	-7.5	-3.7	-11.0	3.4
39	CC(C)(C)[C@@H]1COC(=O)[C@@H](Cc2ccc(F)cc2)CC/C=C\C[C@@H](CC(=O)N(CCO)Cc2ccccc2)C(=O)N1	2.5	-4.3	-0.1	-2.2	7.6	-8.8	-2.8	4.5	-1.7
40	CC(C)n1c(SCC(=O)Nc2ccccc2N2CCCCC2)nc2c1c(=O)n(C)c(=O)n2C	1.5	-8.0	-0.6	.	8.9	-4.2	-1.8	2.5	-2.9
41	C=CCn1c(-c2cccn(Cc3ccc(Cl)cc3Cl)c2=O)n[nH]c1=S	6.8	-2.8	-0.1	1.3	0.7	-5.7	-1.2	11.9	2.4
42	O=C(Nc1ccc(Cl)c(Cl)c1)c1ccc(Cn2cc(Cl)cn2)cc1	.	6.3	-0.3	5.6	17.5	2.0	-5.4	4.7	1.2
43	COc1cccc(CN(C)C(=O)c2cccc(S(=O)(=O)N3CCN(c4ccccc4)CC3)c2)c1OC	.	6.9	0.2	-1.6	15.1	-2.2	0.1	2.5	-4.2
44	CCCc1nc(N2CCOCC2)c(C#N)c2c1CCCC2	0.0	-2.0	1.2	3.3	7.1	-2.6	-3.1	16.6	30.3*
45	COC(=O)c1cn[nH]c1NC(=S)Nc1ccc(C)cc1Cl	-2.1	6.2	?	-0.3	-6.5	-2.1	-4.9	-2.5	-1.6
46	CC(C)(C)CC(=O)Nc1cc2c3c(c1)CCN3C(=O)CC2	3.3	0.7	-1.5	0.2	-14.5	-0.9	-1.0	0.9	0.3
47	Cc1cnc(CN2CCc3c([nH]c4ccccc34)C2C2CCCCC2)[nH]1 (configuration not stated)	-0.1	-8.3	-1.6	-1.3	-11.8	-5.1	-2.5	4.1	-1.9
48	CC1(C)CC(=O)C2=C(C1)c1c(ccc3ccccc13)NC2c1ccc(C(=O)O)cc1 (configuration not stated)	-1.9	-3.3	-0.6	0.5	-108.8	-9.8	-1.9	5.7	+
49	O=S(=O)(c1ccc(S(=O)(=O)N(Cc2ccccc2)Cc2ccco2)cc1)N1CCCC1	1.5	1.4	-4.0	-1.4	1.3	-4.0	-0.8	4.2	-1.4
50	CCC(C)c1ccccc1NC(=S)NC(=O)c1ccco1 (configuration not stated)	0.0	-4.7	-24.7	0.8	14.1	-36.6	-0.2	8.2	0.7
51	O=C(CCCl)Nc1cc(SCCO)cc([N+](=O)[O-])c1	0.6	-44.8	-0.8	2.5	8.7	-1.5	-2.4	-1.2	-1.0
52	O=C(CSc1nnc(-c2ccncc2)n1C1CCCCC1)Nc1cccc(O)c1	-1.8	-0.5	-0.3	1.4	-4.3	-1.5	-0.5	4.8	-1.5
53	Clc1ccc(OCCCn2cncn2)cc1Cl	-2.8	0.5	1.0	-0.4	-1.6	11.0	-4.2	2.0	-11.0
54	O=C1NCCCC2c3c(cc(Br)c(O)c3Br)OC12N1CCOCC1 (configuration not stated)	-1.4	-4.7	6.1	0.9	-0.3	8.9	-0.8	19.5	-0.3

# Part of the list above in order of molecular weight, smallest number first.
entry	mol	Mtb UGM inh	PrPC surface inh	BoNT A protease	BioA inh	CCHF vOTU inh	BoNT F protease	FadD28 binding	GDH-TPI counter	Mtb FBA inh
50	CCC(C)c1ccccc1NC(=S)NC(=O)c1ccco1 (configuration not stated)	0.0	-4.7	-24.7	0.8	14.1	-36.6	-0.2	8.2	0.7
51	O=C(CCCl)Nc1cc(SCCO)cc([N+](=O)[O-])c1	0.6	-44.8	-0.8	2.5	8.7	-1.5	-2.4	-1.2	-1.0
12	CCC(C)NC(=O)Cn1c(=O)n(CCCC(=O)NCc2ccccc2Cl)c(=O)c2ccccc21 (configuration not stated)	-2.8	5.0	0.3	-0.8	-6.7	14.9	2.2	8.8	-3.1
9	CC1=CC(=O)OC2CC3OC4C[C@@H](C)C5OC6CC7O[C@]8(C)C/C=C\C9OC%10CC%11OC(CC(C)CO)CC(O)[C@]%11(C)OC%10CC9OC8C[C@]7(C)O[C@]6(C)CCC5OC4C[C@]3(C)OC12 (some centres not stated)	-1.4	4.0	0.1	-0.3	-4.3	-1.7	-1.7	-0.5	-2.1
